Screening data: PubChem, Fisher Drug Discovery Resource Center
mcGAS lum: mouse cGAS inhibition by luminescence; 160,000 compounds, 0.15% hits; inhibition, % at 12.5 µM; recombinant cGAS, Kinase-Glo ATP depletion luminescence; Q8C6L5; AID 1259399;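 further: 0% = negative control wells and 100% = reference inhibitor with no enzyme activity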
hcGAS inh: human cGAS inhibition. Q8N884. recombinant h-cGAS, ATP depletion, Kinase-Glo luminescence. inhibition, % at 12.5 µM. 290,000 compounds, 0.081% hits;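 further: 0% = vehicle reaction and 100% = reaction without DNA for no activity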
Target sequence (Q8N884 whole entry, looked up): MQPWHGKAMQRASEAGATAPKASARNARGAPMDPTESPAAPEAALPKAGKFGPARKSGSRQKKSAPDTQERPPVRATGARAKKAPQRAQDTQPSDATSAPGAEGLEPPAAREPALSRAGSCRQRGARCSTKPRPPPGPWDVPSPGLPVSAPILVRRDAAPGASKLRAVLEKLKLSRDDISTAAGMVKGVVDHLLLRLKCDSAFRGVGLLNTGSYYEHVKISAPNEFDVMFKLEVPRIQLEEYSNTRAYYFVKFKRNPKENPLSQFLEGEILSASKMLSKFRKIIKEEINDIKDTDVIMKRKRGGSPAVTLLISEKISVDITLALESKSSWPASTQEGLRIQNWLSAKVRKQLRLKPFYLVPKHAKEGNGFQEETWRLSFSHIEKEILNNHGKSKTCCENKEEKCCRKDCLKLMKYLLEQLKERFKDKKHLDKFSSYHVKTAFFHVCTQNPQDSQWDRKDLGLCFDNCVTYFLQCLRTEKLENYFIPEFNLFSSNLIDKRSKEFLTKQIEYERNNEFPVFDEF
NPYLR7 agonist: activates Aedes aegypti NPYLR7 receptor; HEK293T NPYLR7/Galpha15, GCaMP6s calcium fluorescence; activation, % at 10 µM; 270,000 compounds, 0.15% hits; AID 1259423; in the data active means activation above about 40%;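 further: 0% = vehicle and 100% = reference agonist at the receptor; some compounds past the cut are filed as inactive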
* = called active by the depositor; nt = not tested or not shown; & = joins results of further samples. Unless noted, no stated cut-off is given here; in the data, active means inhibition above about 40%; inactive means the rest. An unsorted share of the library (roughly 0.27% active in at least one column).

SMILES	mcGAS lum	hcGAS inh	NPYLR7 agonist
COC1CCN(C(=O)CCc2ccccc2)CC(=O)N(C)c2ccccc21 (stereo unspecified)	0	11	-1
CC(C)CCN1CCC(C(=O)Nc2cccc(-c3cscn3)c2)CC1	-3	-6	4
CCOC(=O)C1=C(O)/C(=C\c2cccc(OCC)c2O)SC1=Nc1cccc(F)c1	-6	-3	11
CCCCNC(=O)C1(C)CCCCN1C(=O)c1ccc2c(c1)CCO2 (stereo unspecified)	-5	-13	6
COc1ccc(NC(=O)c2ccc(-n3nc(-c4cccc(C(F)(F)F)c4)cc3N)cc2)cc1Cl	nt	-10	-7
Cc1c(F)cccc1N1C(=O)CSC1c1cccc(NC(=O)c2ccc(F)cc2)c1 (stereo unspecified)	3	6	nt
C(=NCCC12CC3CC(C1)CC(CCN=Cc1ccncc1)(C3)C2)c1ccncc1	nt	-3	7
CCCN(CC(=O)N(Cc1cccn1C)C1CC1)C(=O)Nc1ccc(F)cc1F	-5	-9	-3
CCOc1ccc(NC(=O)N2CCC3(CC2)NC(=O)c2ccc(Cl)cc2N3)cc1	-4	-5	0
COCC(=O)N1CCN[C@H](C(=O)N[C@H]2CCCNC2=O)C1	-7	-4	-5
Cc1ccc(C(=O)Nc2cccc(S(=O)(=O)N(C)C3CCCCC3)c2)o1	nt	-8	7
O=C(Nc1ccc(F)cc1)c1ccc(CSc2nnc(-c3ccco3)n2-c2ccccc2F)cc1	-4	-7	1
O=C(NCC1CCCO1)c1coc(CN(Cc2ccc(F)cc2)Cc2ccccc2C(F)(F)F)n1 (stereo unspecified)	-5	0	21
CCN1C(=Cc2cc(C)[n+](CC3CCCO3)c(C)c2)Sc2ccccc21 (stereo unspecified)	-4	-1	123*
O=C(CN(Cc1ccco1)C(=O)c1cccc(Br)c1)Nc1cc(-c2ccccc2)nn1-c1ccccc1	-6	-7	-7
Cc1cc(C)n2nc(Sc3nc(C)nc4scc(-c5cccs5)c34)nc2n1	-1	0	-3
Cc1ccc(C(=O)NNS(=O)(=O)c2cn[nH]c2)cc1	nt	-9	1
C=CCc1c(C)nc(N)[nH]c1=O	-4	0	5
CCC(=O)C1=C(c2cccc([N+](=O)[O-])c2)N(C(=O)CC)n2cnnc2S1	nt	-10	3
Cc1cc(NC(=O)c2cccc(F)c2)sc1C(=O)N1CCc2ccccc21	nt	-5	9
O=C(/C=C/c1ccccc1Cl)Nc1ccc(CC(=O)N2CCC(O)CC2)cc1	nt	6	-12
O=C(CN1CCN(c2ccccc2Cl)CC1)NCCc1ccccc1	nt	-9	-2
Cc1cc(C)n(CC(C)CNC(=O)C2Oc3ccccc3OC2C)n1 (stereo unspecified)	-6	-12	-2
CCCN(C)c1cc(C)nc(SCc2cccc(C(=O)NCC)c2)n1	-4	1	10
C=CCn1c(SCCO)nc2c([nH]c3ccccc32)c1=O	1	2	-2

Next section.
SMILES	mcGAS lum	hcGAS inh	NPYLR7 agonist
O=C(c1ccc(Cl)cc1)N(Cc1nccn1Cc1ccc(Cl)cc1Cl)CC1CC1	-4	-1	7
COc1ccc(OC)c(-c2c(C)n([O-])c3c([n+]2=O)CCCCC3)c1	-6	-7	-3
CCN(Cc1ccc(CO)o1)Cc1c(C)nn(CC)c1C	-12	-5	0
Cc1noc(C)c1CSc1nc2ccccc2c(=O)n1Cc1ccco1	-4	-1	-1
Cc1ccc(C)c(CSc2nnc(-c3ccccc3C)n2-c2ccccc2)c1	-9	-2	nt
CS(=O)(=O)N1CCN(CCNC(=O)NCc2ccc(Cl)cc2)CC1	nt	2	3
CC(C)OCC(O)Cn1c(=O)n(C)c2ccccc21 (stereo unspecified)	nt	-12	8
CCOC(=O)c1coc(N2CCOC(c3ccc(Cl)cc3)C2)n1 (stereo unspecified)	nt	-2	3
CCCS(=O)(=O)N1CCN(c2cc(S(=O)(=O)N3CCCC(C)C3)ccc2OC)CC1 (stereo unspecified)	-3	-1	4
O=C(CN(CC1CCCO1)C(=O)NC12CC3CC(CC(C3)C1)C2)N(Cc1ccc(F)cc1)Cc1ccco1 (stereo unspecified)	1	3	-2
CC1CCC(C(C)C)C(OC(=O)COC(=O)c2cccs2)C1 (stereo unspecified)	-4	-8	7
COc1ccc(CC(=O)N2CCOC(COCc3cccc(C(F)(F)F)c3)C2)cn1 (stereo unspecified)	nt	-6	31
CCc1ccc(S(=O)(=O)NCC2CCN(C3CCCC3)CC2)s1	-9	-7	-7
N#Cc1ccc(Cl)cc1N1CCC(CS(N)(=O)=O)CC1	nt	-10	5
CS(=O)(=O)c1ccc(CNC(=O)c2ccoc2)cc1	nt	-14	3
CC(C)(C)Cc1noc2ncc(C(=O)N3CC4CC5CC(C4)CC3C5)cc12	nt	-6	4
CC(C)=CC1C(C(=O)NS(=O)(=O)c2cnn(C)c2)C1(C)C (stereo unspecified)	nt	-16	-1
CCOC(=O)N(C)c1c(CC)nc2ccc(C(=O)NCc3ccc(OC)cc3)cn12	-3	-7	21
O=C(O)CCC(=O)Nc1nc2ccccc2s1	2	8	-28
O=c1c2nnn(-c3cccc(Cl)c3)c2ncn1Cc1ccc(F)cc1	nt	-4	8
CCCn1c(-c2ccccc2C)nc2c(c(=O)c3ccccc3n2C)c1=O	nt	-3	-6
CNC(=O)c1ccc(Cn2ccnc2C2CCOC(C)(C)C2)cc1 (stereo unspecified)	nt	-9&10	-1&1
O=C(CN1CCN(C(=O)CN2CCN(c3ccccc3)CC2)CC1)Nc1cccc(F)c1	-8	-10	-3
Brc1ccc(C2=Nc3ncnn3C(c3ccc4c(c3)OCO4)C2)cc1 (stereo unspecified)	nt	5&-3	8&4
CC(C)c1nc(C(=O)N2CCC(n3nccc3NC(=O)C3CCCC3)CC2)cs1	-10	-3&-9	-1&8

Some of these compounds in order of molar mass, low to high:
SMILES	mcGAS lum	hcGAS inh	NPYLR7 agonist
N#Cc1ccc(Cl)cc1N1CCC(CS(N)(=O)=O)CC1	nt	-10	5
COc1ccc(OC)c(-c2c(C)n([O-])c3c([n+]2=O)CCCCC3)c1	-6	-7	-3
CCCS(=O)(=O)N1CCN(c2cc(S(=O)(=O)N3CCCC(C)C3)ccc2OC)CC1 (stereo unspecified)	-3	-1	4

Continuation.
SMILES	mcGAS lum	hcGAS inh	NPYLR7 agonist
Oc1ccc(C=C(c2nnnn2-c2ccccc2)c2nnnn2-c2ccccc2)cc1	nt	-5	0
CNC(=O)[C@@H]1C[C@H]2CN(C)C(=O)c3cccc(c32)N1C(=O)c1ncoc1-c1ccccc1	-10	-5	0
Cc1nc(C(=O)N2CSCC2C(=O)NCC(F)(F)F)nn1-c1ccccc1C(C)C (stereo unspecified)	nt	-9	2
CC1CN(Cc2ccoc2)Cc2cc(Cl)ccc2O1 (stereo unspecified)	nt	0	6
Cc1cc(N2CCN(c3ccc(O)cc3)CC2)nc(-n2cc([N+](=O)[O-])cn2)n1	-7	-7	5
CCOC(=O)c1ccc(NC(=O)C2CC(=O)N(C)C(=Nc3ccccc3OC)S2)cc1 (stereo unspecified)	-4	-3	-2
COc1ccc(CN2CCN(Cc3cccc(SC)c3)CC2CCO)cc1C (stereo unspecified)	-11	-9	nt
O=C(CN1CCN(C(=O)c2cc(C3CC3)nn2-c2ccccc2)CC1)Nc1cccc(F)c1	nt	-5	13
Cc1ccc2nc(CSc3nncn3-c3ccccc3C)cn2c1	nt	-6	0
N#CC1C(=O)NC(c2ccc(-c3ccccc3[N+](=O)[O-])o2)N(c2ccccc2)C1=S (stereo unspecified)	nt	12	-1
OC(COc1ccccc1F)Cn1cnc2ccccc21 (stereo unspecified)	nt	-4	-2
COc1cccc2sc(=NC(=O)c3ccnn3C)n(C)c12	-8	-9	nt
COc1cccc(CN2CCN(C(=O)CCC3(Cc4cccs4)CCC(=O)N3)CC2=O)c1 (stereo unspecified)	-11	-4	-3
CC(C)CC(C1C(=O)CCCC1=O)C1C(=O)CCCC1=O	-3	-8	-3
CCC(NC(=O)Cn1nnc2ccccc2c1=O)c1nc(C)c(C)s1 (stereo unspecified)	-7	-6	2
O=C1c2ccc(F)cc2C(=O)N1Cc1ccno1	-10	-4	0
CC(C)Nc1nc(Cl)nc(N2CCSCC2)n1	0	2	-6
Cn1c(N)c(C(=O)COC(=O)CCC(=O)c2cccs2)c(=O)n(C)c1=O	nt	1	8
COCCCN(Cc1ccsc1)Cc1ccc(C(O)(c2ccccc2)c2ccccc2)o1	nt	0	-4
O=S1(=O)CCC(=NNc2ccc(C(F)(F)F)cn2)c2cc(F)ccc21	nt	-7	-3
COc1cc(Nc2ccc3c(C4CC4)noc3n2)cc(OC)c1	-5	-6	6
Cc1cc(C)n(-c2ccc(Cl)c(Cl)c2)n1	nt	-1	3
Cc1nc(NC(=O)CN2CCOC(c3ccc(F)cc3)C2)sc1C (stereo unspecified)	nt	-12	2
O=C(NCc1ccco1)c1sc2cc(F)ccc2c1Cl	-2	-2	2
Cc1cc2c(SCc3nc4ccccc4[nH]3)ncnc2s1	nt	-6	-1

Later entries
SMILES	mcGAS lum	hcGAS inh	NPYLR7 agonist
Cc1nnnn1Cc1ccc(C(=O)N2CCCC(N)CC2)cc1 (stereo unspecified)	-17	-6	2
Cc1nc(SCC(N)=O)c2oc3ccccc3c2n1	-8	-5	4
CC(C)CNc1ncnc2c1nnn2C	nt	-5	6
CCc1[nH]n(-c2ccc(F)cc2)c(=O)c1C1=C([n+]2ccccc2)C(=O)N(c2cccc(C)c2)C1=O	-4	-6	9
COC(=O)Cn1cnc(S(=O)(=O)N2CCOCC2)c1	-4	5	5
Cc1ccc(-c2nnc3ccc(SCC(=O)Nc4ccccc4C)nn23)cc1	-8	-5	13
COCCn1cc(C(=O)NCc2ccc(F)cc2)c2n[nH]c(=O)c-2c1	nt	2	1
CCc1ccccc1N1CC(C(=O)Nc2ccc(C)c(S(=O)(=O)N(C)C)c2)CC1=O (stereo unspecified)	-6	-4	-1
C=C(C)CC(Nc1ccccc1F)c1ccco1 (stereo unspecified)	nt	-4	2
Cc1cc(C(C)(C)C)cc(C)c1S(=O)(=O)N1CCC(n2nnc3c2CCCC3)CC1	nt	-3	2
CC(=O)Nc1cc(NC(=O)c2ccc(C#N)cc2)ccc1F	nt	-9	4
CCc1cc2c(SCC(=O)c3cccs3)ncnc2s1	nt	-10	9
COc1ccc(-n2nc(-c3ccc(Cl)cc3)cc2NC(=O)c2ccc(F)cc2)cc1	1	6	-4
COCCN1C(=O)CC(NNC(=O)c2ccc(Br)s2)C1=O (stereo unspecified)	nt	-6	2
CC(C)Cn1c(CN2CCN(C(=O)c3ccco3)CC2)nc2c1c(=O)n(C)c(=O)n2C	nt	-4	2
Cc1ccc(S(=O)(=O)c2cnc(SCC(=O)Nc3ccccc3Cl)[nH]c2=O)c(C)c1	-3	-2	0
Cc1ccc(NC(=O)C2(C)CCN2CCOc2ccccc2)cc1O (stereo unspecified)	nt	-7	4
CCCCC(CC)CN1CC(=O)C(c2nc(C)cs2)C1=N (stereo unspecified)	nt	-6	2
O=C(Cn1ncccc1=O)Nc1ccccc1-c1ccccc1	nt	-1	-2
c1ccc(COc2cccc(-c3nccn3Cc3cccnc3)c2)nc1	nt	1	-3
Cc1noc2nc(-c3ccccc3F)cc(C(=O)NCc3ccccc3F)c12	nt	-5	-5
CCN(CC)S(=O)(=O)c1ccc(C)c(NS(=O)(=O)c2ccc(F)c(F)c2)c1	nt	2	15
COCCCN(Cc1ccc(C(C)(C)C)cc1)Cc1cccn1Cc1cccc(C)c1	-5	-10	41*
CSCCOC(=O)C1=C(C)NC(=O)NC1c1ccc(Cl)c(Cl)c1 (stereo unspecified)	-5	-3	-3
Cc1c(CN(C)Cc2nc(Cc3cccc(C(F)(F)F)c3)no2)[nH]c2ccccc12	-5	-2	0

Next part; it opens with the 2 that closed the last part.
SMILES	mcGAS lum	hcGAS inh	NPYLR7 agonist
CSCCOC(=O)C1=C(C)NC(=O)NC1c1ccc(Cl)c(Cl)c1 (stereo unspecified)	-5	-3	-3
Cc1c(CN(C)Cc2nc(Cc3cccc(C(F)(F)F)c3)no2)[nH]c2ccccc12	-5	-2	0
CCc1nc2ccc(C(=O)Nc3cccc(OCC(=O)N(C)C)c3)cn2c1N(C)Cc1cccs1	2	2	-18
COc1ccc(C2CCCN2CCC(=O)Nc2ccc(C(N)=O)cc2)cc1 (stereo unspecified)	-18	-11	1
CC1(C)CC2=NN(c3ccccc3)P(=O)(N3CCCc4ccccc43)C2=C(N2CCCC2)C1 (stereo unspecified)	nt	-5	15
CC(C)CN(CC(=O)N(Cc1ccccc1)Cc1cccn1Cc1ccc(F)cc1)C(=O)Nc1cccc(C(F)(F)F)c1	-4	-3	17
Cc1cc(CC(C)NC(=O)c2csc(C)n2)n[nH]1 (stereo unspecified)	-6	-3	7
Cc1ccc(NC(=O)c2cc3c(Cl)cccc3[nH]2)nc1	-5	-4	4
Cc1c(C)n2c3c(=O)n(C)c(=O)n(C)c3nc2n1-c1ccc(C(F)(F)F)cc1	-9	-6	2
O=C1NC(=O)C2C1C1c3ccccc3C2([N+](=O)[O-])c2ccccc21 (stereo unspecified)	nt	-6	-17
COCCn1cnc2cc(NC(=O)C3CCCCC3)cc(C(=O)N(C)Cc3ccc(F)cc3)c21	-11	-6	18
CC(C)(C)NN=Cc1cccs1	-4	-9	4
O=C(Cn1c(=O)oc2ccccc21)Nc1ccc(N2CCOCC2)cc1	nt	-17	7
N#CC1(C(=O)NNc2c(Cl)cc(Cl)cc2Cl)CCCC1	nt	-2	27
COCc1c(Br)c(C)nc(OCC(=O)N/N=C\c2ccc(O)c(OC)c2)c1C#N	-5	-6	-7
CCOc1ccc2c(c1)sc(=S)n2CN1CC(C)OC(C)C1 (stereo unspecified)	-9	-8	-1

Pulled by structure from the list above:
SMILES	mcGAS lum	hcGAS inh	NPYLR7 agonist
COc1ccc(C2CCCN2CCC(=O)Nc2ccc(C(N)=O)cc2)cc1 (stereo unspecified)	-18	-11	1
Cc1ccc(NC(=O)c2cc3c(Cl)cccc3[nH]2)nc1	-5	-4	4
O=C(Cn1c(=O)oc2ccccc21)Nc1ccc(N2CCOCC2)cc1	nt	-17	7
